# Screening data from PubChem.
# M. tuberculosis GlmU: inhibition of mycobacterial GlmU enzyme – biochemical, glucosamine-1-phosphate acetyltransferase (AID 1376); M. tuberculosis GlmU acetyltransferase enzyme assay; higher % means a stronger effect; inhibition, %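 (tested at 30 µM in the primary screen)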; hits with a dose series show IC50 in µM; 0.25% of 220,000 active; in the data active means inhibition above about 13%;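 further: 0% = complete reaction with vehicle and 100% = reaction without substrate; strong numbers were not always called active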
# Mtb RmlCD inh: blocks M. tuberculosis RmlC and RmlD coupled enzymes | P9WH09+P9WH11 | 0.03% of 160,000 active | RmlC+RmlD coupled enzyme assay, percent inhibition; primary screen in compound mixtures | AID 1533 | inhibition, % at 3.6 µM; in the data active means inhibition mostly above about 34%, no sharp cut-off; further: some results filed as inactive read as strong as hits
# Target sequence (P9WH09 whole entry, looked up): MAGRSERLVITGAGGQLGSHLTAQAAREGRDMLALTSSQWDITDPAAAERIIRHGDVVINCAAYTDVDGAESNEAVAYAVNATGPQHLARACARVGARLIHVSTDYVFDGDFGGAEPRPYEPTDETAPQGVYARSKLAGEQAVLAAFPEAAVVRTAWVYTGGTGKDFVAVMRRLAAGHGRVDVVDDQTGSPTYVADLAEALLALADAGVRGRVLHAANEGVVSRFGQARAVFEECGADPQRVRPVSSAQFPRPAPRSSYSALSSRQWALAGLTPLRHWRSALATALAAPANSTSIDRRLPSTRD
# Target sequence (P9WH11 whole entry, looked up): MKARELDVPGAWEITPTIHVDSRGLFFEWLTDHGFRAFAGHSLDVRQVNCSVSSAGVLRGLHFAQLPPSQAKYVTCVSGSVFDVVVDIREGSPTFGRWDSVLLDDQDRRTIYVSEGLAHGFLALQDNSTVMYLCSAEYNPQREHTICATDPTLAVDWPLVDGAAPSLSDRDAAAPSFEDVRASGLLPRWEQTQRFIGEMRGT
# * marks the source's active call; other numbers are inactive results; / = not tested or not shown. A portion of the library; the hit share may differ from the screen's.
Compound | M. tuberculosis GlmU | Mtb RmlCD inh
O=C1/C(=C\c2ccc3ccccc3c2)CCCc2ccccc21 | 4.1% | /
CCN(CC)S(=O)(=O)c1ccc(C)c(NC(=O)COC(=O)C=C(C)C)c1 | 1.0% | -3
COC(=O)CCS(=O)(=O)c1ccc(NC(C)=O)cc1 | 1.0% | /
Cc1ccc(-n2c(CSc3nc(C)cc(C)n3)n[nH]c2=S)cc1 | -0.8% | 10
NS(=O)(=O)c1ccc(CCNC(=O)C2Cc3ccccc3CN2C(=O)c2ccco2)cc1 (centres undefined) | 9.6% | /
Cc1ccc(C(=O)Nc2ccc(Br)cc2)cc1S(=O)(=O)Nc1ccccn1 | 2.5% | -8
COc1ccc2[nH]c(=O)c(C(c3nnnn3C3CCCCC3)N3CCN(C)CC3)cc2c1 (centres undefined) | 1.6% | -9
CNS(=O)(=O)c1ccc(C)cc1 | 5.0% | /
CCn1cnc2c(cnn2-c2ccccc2)c1=O | 0.2% | -4
CCOC(=O)N1CCN(c2ccc(C(C)=O)cc2F)CC1C (centres undefined) | 1.8% | 7
COc1cccc(-n2cnc(=O)c3cccnc32)c1 | -2.1% | 3
FC(F)(F)c1nnc(-c2ccccc2)nc1Sc1ccc(Cl)cc1 | 0.5% | 7
O=C(CSCC(=O)NCc1ccco1)NCc1ccco1 | -3.6% | /
COCCN(C(=O)CNC(=O)c1cccs1)C(C(=O)NC1CCCC1)c1cccs1 (centres undefined) | -3.6% | 1
O=C(NCCN1C(=O)S/C(=C\c2cccnc2)C1=O)C1CC(=O)N(Cc2ccco2)C1 (centres undefined) | -2.1% | -1
Cc1noc(C)c1COC(=O)c1ccccc1NC(=O)Cc1ccccc1 | -1.7% | /
Cc1cccc(C(=O)NNC(=O)CCn2nnc3ccccc32)c1 | 1.4% | 2
COc1cccc2c1C(=O)c1ccc3ccccc3c1C2=O | -2.1% | -7
Clc1ccccc1-c1nnn(Cc2ccc(-c3nn[nH]n3)cc2)n1 | 4.0% | -6
CC(C)=CCc1c2c(c(O)c3c(=O)c4c(oc13)-c1cc(O)c(O)cc1OC4C=C(C)C)C=CC(C)(C)O2 (centres undefined) | 2.8% | /
Clc1ccccc1OCCN1CCC(Cc2ccccc2)CC1 | -7.7% | 10
COc1ccc(N/N=C(C)/C(=N/O)C(=O)Nc2ccccc2)cc1 | 1.9% | 2
COCCSc1ccccc1C(=O)Nc1ccccc1C#N | 2.1% | 4
COC(=O)c1[nH]c2cc(C)ccc2c1NC(=O)CN1CCOCC1 | 3.1% | -10
Cc1cc(C)n2c(SCc3cccs3)nnc2n1 | -0.1% | -8
CN(CCc1cn[nH]c1)C(=O)CC1C(=O)NCCN1Cc1ccccc1C(F)(F)F (centres undefined) | 3.6% | 5
Cc1ccc(Cn2c(C(CO)Nc3nc(-c4ccc(Cl)c([N+](=O)[O-])c4)cs3)nc3ccccc32)cc1 (centres undefined) | -0.3% | /
CC(=O)Nc1cc(C(=O)NCc2ccco2)ccc1Sc1ccc(Cl)cc1 | 3.2% | -12
CC1(C)CC(=O)C(CC(=O)Nc2ccc(S(N)(=O)=O)cc2)=C(O)C1 | -3.8% | /
CN1C(C(=O)NCc2ccccc2)CC2Cn3c(nc4cc5ccccc5cc43)C21 (centres undefined) | 2.3% | /
CCC(=O)Nc1nnc(SCC(=O)NCCc2ccc(OC)c(OC)c2)s1 | 2.3% | 9
CNC(=S)NNC(=O)c1sccc1C | -1.4% | -2
COc1ccccc1NS(=O)(=O)c1ccc(Cl)c(NC(=O)CN2C(=O)c3ccccc3C2=O)c1 | 0.8% | /
COC(=O)c1ccncc1C(=O)Nc1ccc(OC)cc1 | 2.0% | -5
COc1ccc(C2C(C(=O)OCC(=O)N3CCCCC3)CCC(=O)N2c2ccc(OC)cc2)cc1 (centres undefined) | -3.9% | 2
Clc1ccc(SCc2cn3cccnc3n2)cc1 | -4.4% | 4
O=C(O)C1Cc2ccccc2CN1S(=O)(=O)c1ccc2ccccc2c1 (centres undefined) | 3.9% | -3
COc1ccc(-c2[nH]ncc2CNC(C)Cc2ccsc2)c(F)c1 (centres undefined) | -2.5% | -9
O=S(=O)(NCC1CCCO1)c1ccc(S(=O)(=O)N2CCc3ccccc3C2)cc1 (centres undefined) | -0.8% | /
O=S(=O)(Nc1ccc(S(=O)(=O)N2CCOCC2)cc1)c1ccccc1 | 0.0% | 5
O=C(Nc1ccccc1)c1cc2ccc3ccccc3c2s1 | 0.4% | 5
Cc1ccc([N+](=O)[O-])c2c1C(N1CCCCC1)C(C)(C)O2 (centres undefined) | -4.9% | -13
CC(C)CNc1ncnc2c1sc1nc(N3CCOCC3)c3c(c12)CC(C)(C)OC3 | -3.6% | -4
CCOC(=O)c1sc(-c2ccccc2)cc1NC(=O)Nc1ccccc1 | 4.6% | 7
CCOC(=O)C(C(=O)OCC)N(C#N)c1nc(N(C)C)nc(N(C)C)n1 | -1.1% | -7
Oc1ccc(Br)cc1C=Nc1ccc2c3c(cccc13)CC2 | 7.7% | 9
Cc1ccc(-c2nc3ccccc3c(=O)n2-c2c(C)n(C)n(-c3ccccc3)c2=O)cc1 | 10% | 7
COc1ccccc1OCCC(=O)Nc1cccc(S(=O)(=O)N2CCCCC2)c1 | -1.9% | 8
CCOCCOCN(C#N)c1nc(OC)nc(N(C)C)n1 | -1.4% | /
Cc1occc1C(=O)N1CCN(c2ccccc2)CC1 | 3.7% | -46
O=C(Nc1ccc(N2CCOCC2)cc1)C1CC(=O)N(c2ccc(F)cc2)C1 (centres undefined) | 7.1% | -3
CCCCOc1ccc(S(=O)(=O)NCc2csc(C)n2)cc1 | -0.9% | 14
CCOC(=O)N1CCc2c(sc3nc4n(c(=O)c23)N=C(C)CS4)C1 | 4.3% | /
O=C(NCC1CCCO1)c1sc2ccccc2c1Cl (centres undefined) | 2.9% | /
CCc1nc2ccccc2c(C(=O)OC2CCOC2=O)c1C (centres undefined) | -0.3% | 17
Nc1c(C(=O)c2ccc(Cl)cc2)sc2c1c(=O)[nH]c(=O)n2-c1ccccc1 | -0.9% | -5
O=C(CSc1ccc2c(c1)OCCO2)NCC1CCCO1 (centres undefined) | -6.2% | /
CCc1ccccc1OCC(=O)NC1CCCC1 | 1.7% | /
Cc1occc1C(=O)NNC(=S)Nc1ccccc1 | 0.2% | -2
CC(=O)c1cccc(NC(=O)COC(=O)COc2c(Cl)cc(Cl)c3ccc(C)nc23)c1 | 2.9% | 7

# Sorted by count of non-hydrogen atoms (ascending): part of the list above.
Compound | M. tuberculosis GlmU | Mtb RmlCD inh
O=C(CSc1ccc2c(c1)OCCO2)NCC1CCCO1 (centres undefined) | -6.2% | /
CCOC(=O)N1CCc2c(sc3nc4n(c(=O)c23)N=C(C)CS4)C1 | 4.3% | /
Nc1c(C(=O)c2ccc(Cl)cc2)sc2c1c(=O)[nH]c(=O)n2-c1ccccc1 | -0.9% | -5

# Later entries:
Compound | M. tuberculosis GlmU | Mtb RmlCD inh
Cc1ccc(-c2nc(C3CCN(S(C)(=O)=O)CC3)no2)cc1 | 0.7% | 3
O=c1c2cc3c(cc2[nH]c(=S)n1CCN1CCOCC1)OCO3 | 0.3% | 7
Cc1ccc(OCC(=O)N/N=C\c2cn(C)c3ccccc23)c([N+](=O)[O-])c1 | 0.4% | /
COc1cccc2sc(Nc3nnc(-c4ccc(F)cc4)o3)nc12 | 9.2% | 8
CCn1c(=O)n(Cc2ccco2)c(=N)c2c3c(sc21)COC(C)(C)C3 | 8.7% | 9
CN1CCN(C(=O)C2=C[C@@H](C3CC3)C[C@@H](OCc3ccc(CO)cc3)O2)CC1 | 1.1% | /
O=S(=O)(c1ccc(OCC(O)CN2CCN(c3ccccc3O)CC2)cc1)N1CCOCC1 (centres undefined) | 2.6% | /
CCNCCNC(=O)c1c(O)c2ccccc2n(CC)c1=O | 2.1% | /
C=CCn1c(O)c(C(CC)=Nc2cccc(C(F)(F)F)c2)c(=O)[nH]c1=O | 3.9% | 17
OC(c1cccs1)(c1cccs1)C1C[N+]2(CF)CCC1CC2 (centres undefined) | 4.9% | 10
CCCCNC(=O)c1ccc2c(c1)N(CC)C(=O)c1ccccc1S2(=O)=O | 0.3% | 6
COC(=O)[C@@H]1C[C@@]2(O)[C@H](O)[C@H](O)[C@H](O)C[C@H]2N1CC(c1ccccc1)c1ccccc1 | 6.2% | -10
CCOC(=O)C(=NC(C)CC)NNc1cccc(C(F)(F)F)c1 (centres undefined) | -5.2% | 8
COc1ccc2c(c1)[nH]c1c(N3CCSCC3)ncnc12 | 0.3% | /
COC(=O)CNC(=O)C(Cc1ccccc1)NS(=O)(=O)c1ccc2c(c1)c(=O)n(C)c(=O)n2C (centres undefined) | -7.5% | 12
Oc1ccccc1-c1cc(-c2ccccc2)no1 | -3.1% | 7
Cc1ccsc1C(=O)NNC(=O)C1CC=CCC1C(=O)O (centres undefined) | 3.4% | 15
CN(C)CCCN(C(=O)CCc1ccccc1)c1nc2ccc(Cl)cc2s1 | -12% | 3
CCN(C(=O)CSc1ncccc1C(=O)OC(C)C)c1cccc(C)c1 | 6.7% | /
CN1COc2ccc3ccccc3c2C1 | -5.8% | -5
CCN(CC)C(=O)CSc1ncccc1-c1nc2ccccc2[nH]1 | 2.3% | 8
O=c1[nH]c(CN2CCN(S(=O)(=O)c3ccc4ccccc4c3)CC2)nc2ccccc12 | -0.6% | -11
NC(=O)C1CCN(CC(=O)Nc2ccccn2)CC1 | -2.8% | /
N/C(=N\OC(=O)c1ccc(=O)n(Cc2ccc(Cl)cc2)c1)c1ccccn1 | 0.7% | -5
CC1CCN(C(=O)CSc2nc3ccccc3c(=O)[nH]2)CC1 | -1.0% | -11
CCOC(=O)c1c(C)nc2c3ccccc3ccn12 | -2.8% | 13
O=S(=O)(c1ccccc1)c1nc(-c2ccccc2)oc1N1CCCC1 | 1.5% | -14
COc1ccc(C(CNC(=O)c2cccc(N(C)C)c2)N2CCCC2)cc1 (centres undefined) | -2.6% | -1
O=C(/C=C/c1cccc(Cl)c1)NCc1ccncc1 | -9.8% | /
O=C(O)C12CC3CC(C1)CC(n1ncc(N4CCN(c5ccccc5)CC4)c(Cl)c1=O)(C3)C2 | -1.6% | 83
O=C(COC(=O)C1CCN(S(=O)(=O)c2cccs2)CC1)Nc1ccccc1 | 0.5% | 12
Cc1cc(C)nc(SCCC(=O)Nc2cccc3ccccc23)n1 | 0.3% | /
Cc1cc(C)c(NC(=O)NC2CCCCC2)c(C)c1 | 3.4% | /
O=C(NCCN1CCN(C(=O)c2cccs2)CC1)C(=O)Nc1ccc(Br)cc1 | -4.6% | /
Cc1nc2ccccn2c1C(=O)N=Nc1c(O)[nH]c2ccccc12 | -3.5% | 2
Cc1cc(C(=O)NNc2cc(Cl)ccc2Cl)no1 | -0.8% | 43

# Record cards, as listed above. Order of values: M. tuberculosis GlmU | Mtb RmlCD inh
# `O=C(NCCN1CCN(C(=O)c2cccs2)CC1)C(=O)Nc1ccc(Br)cc1` as listed: -4.6% | /
# `O=C(O)C12CC3CC(C1)CC(n1ncc(N4CCN(c5ccccc5)CC4)c(Cl)c1=O)(C3)C2` as listed: -1.6% | 83

# Entries listed so far that contain bromine (three):
Compound | M. tuberculosis GlmU | Mtb RmlCD inh
Cc1ccc(C(=O)Nc2ccc(Br)cc2)cc1S(=O)(=O)Nc1ccccn1 | 2.5% | -8
Oc1ccc(Br)cc1C=Nc1ccc2c3c(cccc13)CC2 | 7.7% | 9
O=C(NCCN1CCN(C(=O)c2cccs2)CC1)C(=O)Nc1ccc(Br)cc1 | -4.6% | /

# The list goes on:
Compound | M. tuberculosis GlmU | Mtb RmlCD inh
O=C(NC(NCc1ccccn1)(C(F)(F)F)C(F)(F)F)c1ccco1 | -1.5% | 12
CC1=CC(C)(C)N(C(=O)CCl)c2ccccc21 | 1.0% | /
Cc1cc(=O)[nH]c(N/N=C/c2c[nH]c3ccccc23)n1 | -1.9% | 55
O=C(O)CCC(=O)N1CCN(c2nc(-c3ccccc3Cl)c3cc(Br)ccc3n2)CC1 | 4.4% | -8
CCN(CC)CCCN1C(=O)C(O)=C(C(=O)c2ccc(C)o2)C1c1ccc(C)o1 (centres undefined) | 1.1% | -7
Cc1cc(N2CCOCC2)n2ncc(-c3ccccc3)c2n1 | -4.6% | -51
Cc1cccc(N2CCN(C(=O)n3ccnc3)CC2)c1C | -1.0% | 3
COC(=O)c1ccccc1NC(=O)Cc1nc(-c2ccccc2)sc1-c1ccc(C)cc1 | -1.0% | 15
O=C(Nc1ccccc1OC(F)F)c1cc2c(s1)CCC2 | -1.3% | 1
O=C(Cn1cnc2ccccc21)N1CCc2ccccc21 | 8.3% | 4
Cc1cccc(CN2C(=O)[C@@H]3Cc4c([nH]c5ccccc45)C(C)(C)N3C2=O)c1 | -0.1% | /
Cc1ccc2nc(C)cc(C(=O)Nc3nccs3)c2c1 | 6.1% | 65
CSC1=NP(=S)(SC)N(C)c2nc3n(c21)CCC3 (centres undefined) | -4.1% | 20
CC(=O)Nc1ccc(C2CN(C)CC2C(=O)c2ccc(Cl)cc2)cc1 (centres undefined) | -4.7% | -1
COc1cc(C)nc(SCC(N)=O)n1 | -1.6% | -3
Cc1ccc(N2C(=O)CC(N3CCSCC3)C2=O)c(C)c1 (centres undefined) | 3.4% | -27
Cc1nnnn1-c1ccc(CC(=O)O)cc1 | 2.3% | -15
COC(=O)c1nc(NC(=O)C(C)C)n[nH]1 | 2.6% | 5
CC(C)NC(=S)N/N=C/c1sc(N2CCCCC2)nc1-c1cccs1 | -2.4% | /
COc1ccc(C2(CNC(=O)c3ccccc3[N+](=O)[O-])CCOCC2)cc1 | 0.8% | -7
COC(=O)/C(C#N)=C/c1ccc(N2CCOCC2)c([N+](=O)[O-])c1 | 3.6% | -8
Cn1cc(CN2CCCC(C(=O)c3nccn3C)C2)c(-c2cccc(Cl)c2)n1 (centres undefined) | 0.8% | -16
Cc1ccccc1OCC(=O)OCC(=O)Nc1ccc(N2CCOCC2)cc1 | 0.5% | -1
